Screening data as filed in PubChem BioAssay.
Pf apPOL block = Pf-apPOL DNA polymerase inhibition. inhibition, % at 10 µM. Recombinant Pf-apPOL, molecular beacon fluorescence, 1.5 h. 210,000 compounds, 0.25% hits
mHTT-CaM PPI inh = disrupts binding of mutant huntingtin to calmodulin; 190,000 compounds, 3.6% hits; inhibition, % at 15 µM; AlphaScreen His-mHTT/GST-CaM binding, luminescence;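 further: 0% = both proteins with DMSO and 100% = one protein alone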
Active calls of the source: *; . = not tested or not shown; & = joins results of further samples. No stated cut-off is given here; in the data, active means inhibition above about 50%; inactive means the rest.

#1 O=C(CCC(=O)Nc1ccccc1F)Nc1ccccc1F
  Pf apPOL block = -1
  mHTT-CaM PPI inh = -2
#2 O=C(CSc1cn(CCNC(=O)c2ccccc2F)c2ccccc12)Nc1ccccc1F
  Pf apPOL block = -3
  mHTT-CaM PPI inh = 5
#3 CCCNC(=O)Cn1cnc2sc(C(=O)NCc3cccnc3)c(C)c2c1=O
  Pf apPOL block = 6
  mHTT-CaM PPI inh = -3
#4 Cc1ccccc1-c1cc(C(=O)N2CCCC2)c2ccccc2n1
  Pf apPOL block = 0
  mHTT-CaM PPI inh = 8
#5 Cc1cc(C)n(CC(=O)Nc2cccc(C#N)c2)c(=O)c1C#N
  Pf apPOL block = -7
  mHTT-CaM PPI inh = -4
#6 CC(CC(=O)N1CCCc2ccccc21)c1ccccc1 (stereo not given)
  Pf apPOL block = -4
  mHTT-CaM PPI inh = -20
#7 CC1(C)CC(=O)c2sc(NC(=O)c3ccccc3F)nc2C1
  Pf apPOL block = -5
  mHTT-CaM PPI inh = -6
#8 O=C(Nc1ncccn1)c1c(O)c2cccc3c2n(c1=O)CCC3
  Pf apPOL block = -6
  mHTT-CaM PPI inh = 56*
#9 O=C(NCCc1cccs1)C1CCN(c2cn[nH]c(=O)c2)CC1
  Pf apPOL block = 0
  mHTT-CaM PPI inh = -6
#10 COc1ccc(C2=NN=C3COc4ccc(Cl)cc4N3C2)cc1
  Pf apPOL block = .
  mHTT-CaM PPI inh = 5

Complete entries, quoted from the list. Values in the order: Pf apPOL block, mHTT-CaM PPI inh
Entry for `Cc1ccccc1-c1cc(C(=O)N2CCCC2)c2ccccc2n1` = 0, 8
Entry for `O=C(CSc1cn(CCNC(=O)c2ccccc2F)c2ccccc12)Nc1ccccc1F` = -3, 5

New compounds follow:
#11 O=C(Nc1c(-c2ccccc2)nc2ccccn12)c1cccs1
  Pf apPOL block = 9
  mHTT-CaM PPI inh = 3
#12 Cn1ccnc1N1CCN(C(=O)c2ccc(N3C(=O)CCC3=O)cc2)CC1
  Pf apPOL block = 0
  mHTT-CaM PPI inh = -6
#13 CN(C)c1cccc(C(=O)N2CCN(C(=O)C3CC3c3ccc4c(c3)OCO4)CC2)c1 (stereo not given)
  Pf apPOL block = -2
  mHTT-CaM PPI inh = 13
#14 CN1CCC(CCNC(=O)c2cccc3[nH]cc(CN4CCSCC4)c23)CC1
  Pf apPOL block = -2
  mHTT-CaM PPI inh = 8
#15 C=CCN(CC=C)C(=O)c1cc2c(n(-c3ccc(Cl)c(Cl)c3)c1=O)CC(C)(C)CC2=O
  Pf apPOL block = 2
  mHTT-CaM PPI inh = 1
#16 CCc1cc(C(=O)N2CCCCC2)nc2cc(-c3ccsc3)nn12
  Pf apPOL block = -6
  mHTT-CaM PPI inh = -1
#17 COCCN1C(=O)CCc2cc(NC(=O)c3ccccc3C(F)(F)F)ccc21
  Pf apPOL block = 5
  mHTT-CaM PPI inh = 0
#18 CCOc1ccc(-c2csc(/C(C#N)=C/c3ccc(OC)cc3)n2)cc1
  Pf apPOL block = 2
  mHTT-CaM PPI inh = -28
#19 O=C(NCc1ccccc1Cl)C1CCCN(S(=O)(=O)c2ccc(Br)s2)C1 (stereo not given)
  Pf apPOL block = 2
  mHTT-CaM PPI inh = -5
#20 O=C1C2CC=CCC2C(=O)N1c1cccc(O)c1 (stereo not given)
  Pf apPOL block = -1
  mHTT-CaM PPI inh = 3

#21 CCN(C)c1ccc(/C=C(\C#N)c2[nH]nc(N)c2C#N)cc1
  Pf apPOL block = -3
  mHTT-CaM PPI inh = 29
#22 CCCn1ncc(N2CCC(C(=O)Nc3ccc(OCC)cc3)CC2)cc1=O
  Pf apPOL block = -1
  mHTT-CaM PPI inh = 3
#23 NC(=NOC(=O)Nc1csc(-c2cccc(Cl)c2Cl)n1)c1ccc(C(F)(F)F)cc1
  Pf apPOL block = -17
  mHTT-CaM PPI inh = .
#24 Cn1c(-c2cccs2)nn(CCNC(=O)C2COc3ccccc3O2)c1=O (stereo not given)
  Pf apPOL block = -4
  mHTT-CaM PPI inh = -8
#25 COC(=O)c1ccc(C=C2Oc3c(ccc(O)c3CN3CCC(C)CC3)C2=O)cc1
  Pf apPOL block = -4
  mHTT-CaM PPI inh = 33
#26 O=C1S/C(=C\c2cccc(Cl)c2)C(=O)N1CN1CCCCC1
  Pf apPOL block = 1
  mHTT-CaM PPI inh = 7
#27 C=CCOc1ccccc1CN1CCN(c2ccccc2OCC)CC1
  Pf apPOL block = 0
  mHTT-CaM PPI inh = -2
#28 CN(C)c1cccc(C(=O)N2CCC(C(=O)Nc3nccs3)CC2)c1
  Pf apPOL block = -3
  mHTT-CaM PPI inh = -10
#29 CC/C(=C/c1ccccc1)c1cccc2[nH]c3c(OC)cccc3c12
  Pf apPOL block = -5
  mHTT-CaM PPI inh = 54*
#30 O=c1cc(CO)oc(CN2CCN(c3ccccc3)CC2)c1O
  Pf apPOL block = -2
  mHTT-CaM PPI inh = -4

#31 Cc1ccc(CCNC(=O)c2ccc3c(c2)NC(=O)C2CCCCN32)cc1 (stereo not given)
  Pf apPOL block = -7
  mHTT-CaM PPI inh = 1
#32 COc1ccc(NS(=O)(=O)N(C)C)c(OC)c1
  Pf apPOL block = -5
  mHTT-CaM PPI inh = 21
#33 O=C(Nc1ccc(F)c(Cl)c1)C1CCCC1
  Pf apPOL block = -1
  mHTT-CaM PPI inh = -14
#34 CC(C)(C)C(=O)Nc1ccc2c(c1)CC(C(=O)NCc1ccccc1F)CO2 (stereo not given)
  Pf apPOL block = -8
  mHTT-CaM PPI inh = -3
#35 O=C(NCCCN1CCCCC1)C1CCCN(c2ncc(-c3ccc(F)cc3)cn2)C1 (stereo not given)
  Pf apPOL block = 7
  mHTT-CaM PPI inh = 8
#36 O=C(COc1ccc2ccccc2c1)NC1CC(O)C(CO)C1 (stereo not given)
  Pf apPOL block = -11
  mHTT-CaM PPI inh = -5
#37 O=C(Cc1csc(NC(=O)Cc2ccccc2)n1)NCc1nc(-c2ccccc2)no1
  Pf apPOL block = -11
  mHTT-CaM PPI inh = -4
#38 O=c1cc(-c2cccs2)[nH][nH]1
  Pf apPOL block = .
  mHTT-CaM PPI inh = -3
#39 c1coc(C2=NCCc3ccccc32)c1
  Pf apPOL block = -4
  mHTT-CaM PPI inh = 7
#40 COCCNC(=O)c1cc2c(s1)CCN(C(=O)c1ccc(C)cc1)C2
  Pf apPOL block = -6
  mHTT-CaM PPI inh = 1

#41 O=C(Nc1ccc2c(c1)N(S(=O)(=O)c1ccccc1)CCC2)c1ccc2c(c1)OCO2
  Pf apPOL block = 1
  mHTT-CaM PPI inh = 10
#42 COc1ccc(CNC(=O)N2CCCC3(C2)Nc2ccccc2NC3=NC2CCCC2)cc1 (stereo not given)
  Pf apPOL block = 0
  mHTT-CaM PPI inh = 15
#43 CCCC(O)C(NC(=O)c1ccccc1)c1ccccc1 (stereo not given)
  Pf apPOL block = -2
  mHTT-CaM PPI inh = .
#44 COc1ccc(-c2nc3c(c(=O)[nH]2)CCN(C(=O)NCc2cccc(F)c2)C3)cc1
  Pf apPOL block = 2
  mHTT-CaM PPI inh = -3
#45 CCOc1ccc(/C=C2\N=C(c3ccccc3Br)OC2=O)cc1
  Pf apPOL block = 0
  mHTT-CaM PPI inh = 1
#46 COc1ccc(CN2CCN(C(=O)c3cccc4[nH]ccc34)CC2)cn1
  Pf apPOL block = -3
  mHTT-CaM PPI inh = -1
#47 C=CCSc1ncnc2sc(C)c(C)c12
  Pf apPOL block = -4
  mHTT-CaM PPI inh = -109
#48 O=C(Cn1cnc2c(-c3ccc(F)cc3)csc2c1=O)N1CCCc2ccccc21
  Pf apPOL block = -3
  mHTT-CaM PPI inh = 1
#49 COc1ccccc1CN1CC(C(=O)Nc2ccc(C)cc2)CC1=O (stereo not given)
  Pf apPOL block = -3
  mHTT-CaM PPI inh = -4
#50 Nc1cc(C2CCN(C(=O)c3cc4ccccc4[nH]3)CC2)no1
  Pf apPOL block = -2
  mHTT-CaM PPI inh = 36

Part of the list above in order of length of the SMILES, ascending:
#20 O=C1C2CC=CCC2C(=O)N1c1cccc(O)c1 (stereo not given)
  Pf apPOL block = -1
  mHTT-CaM PPI inh = 3
#6 CC(CC(=O)N1CCCc2ccccc21)c1ccccc1 (stereo not given)
  Pf apPOL block = -4
  mHTT-CaM PPI inh = -20
#36 O=C(COc1ccc2ccccc2c1)NC1CC(O)C(CO)C1 (stereo not given)
  Pf apPOL block = -11
  mHTT-CaM PPI inh = -5
#11 O=C(Nc1c(-c2ccccc2)nc2ccccn12)c1cccs1
  Pf apPOL block = 9
  mHTT-CaM PPI inh = 3
#45 CCOc1ccc(/C=C2\N=C(c3ccccc3Br)OC2=O)cc1
  Pf apPOL block = 0
  mHTT-CaM PPI inh = 1
#26 O=C1S/C(=C\c2cccc(Cl)c2)C(=O)N1CN1CCCCC1
  Pf apPOL block = 1
  mHTT-CaM PPI inh = 7
#5 Cc1cc(C)n(CC(=O)Nc2cccc(C#N)c2)c(=O)c1C#N
  Pf apPOL block = -7
  mHTT-CaM PPI inh = -4
#21 CCN(C)c1ccc(/C=C(\C#N)c2[nH]nc(N)c2C#N)cc1
  Pf apPOL block = -3
  mHTT-CaM PPI inh = 29
#29 CC/C(=C/c1ccccc1)c1cccc2[nH]c3c(OC)cccc3c12
  Pf apPOL block = -5
  mHTT-CaM PPI inh = 54*
#46 COc1ccc(CN2CCN(C(=O)c3cccc4[nH]ccc34)CC2)cn1
  Pf apPOL block = -3
  mHTT-CaM PPI inh = -1
#31 Cc1ccc(CCNC(=O)c2ccc3c(c2)NC(=O)C2CCCCN32)cc1 (stereo not given)
  Pf apPOL block = -7
  mHTT-CaM PPI inh = 1
#12 Cn1ccnc1N1CCN(C(=O)c2ccc(N3C(=O)CCC3=O)cc2)CC1
  Pf apPOL block = 0
  mHTT-CaM PPI inh = -6

#48 O=C(Cn1cnc2c(-c3ccc(F)cc3)csc2c1=O)N1CCCc2ccccc21
  Pf apPOL block = -3
  mHTT-CaM PPI inh = 1
#37 O=C(Cc1csc(NC(=O)Cc2ccccc2)n1)NCc1nc(-c2ccccc2)no1
  Pf apPOL block = -11
  mHTT-CaM PPI inh = -4
#25 COC(=O)c1ccc(C=C2Oc3c(ccc(O)c3CN3CCC(C)CC3)C2=O)cc1
  Pf apPOL block = -4
  mHTT-CaM PPI inh = 33
#23 NC(=NOC(=O)Nc1csc(-c2cccc(Cl)c2Cl)n1)c1ccc(C(F)(F)F)cc1
  Pf apPOL block = -17
  mHTT-CaM PPI inh = .
#15 C=CCN(CC=C)C(=O)c1cc2c(n(-c3ccc(Cl)c(Cl)c3)c1=O)CC(C)(C)CC2=O
  Pf apPOL block = 2
  mHTT-CaM PPI inh = 1

Other records.
#51 O=C(CCN1CCOCC1)Nc1ccc(S(=O)(=O)Nc2cc(Cl)cc(Cl)c2)cc1
  Pf apPOL block = -2
  mHTT-CaM PPI inh = .
#52 CC(C)CNC(=O)C(=O)Nc1cccc(Cl)c1
  Pf apPOL block = -7
  mHTT-CaM PPI inh = -12
#53 COC(=O)c1ccc2c(=O)n(CC(=O)NCCC3=CCCCC3)c(=S)[nH]c2c1
  Pf apPOL block = -10
  mHTT-CaM PPI inh = -6
#54 N#Cc1ccc(C#CCOC(=O)c2ccc(C(F)(F)F)cc2)cc1
  Pf apPOL block = -4&-2
  mHTT-CaM PPI inh = .
#55 COc1ccc(CCNc2nc(Cl)nc(NC(C)(C)CO)n2)cc1OC
  Pf apPOL block = 7
  mHTT-CaM PPI inh = 6
#56 Cc1onc(-c2c(F)cccc2Cl)c1C(=O)Nc1ccccc1I
  Pf apPOL block = -1
  mHTT-CaM PPI inh = -24
#57 CC(=O)CCN1CCSCCS1(=O)=O
  Pf apPOL block = -6
  mHTT-CaM PPI inh = -6
#58 COC(=O)NCC(O)Cc1ccccc1 (stereo not given)
  Pf apPOL block = -6
  mHTT-CaM PPI inh = -18
#59 Cc1cccc(-n2ncc3c(NCc4ccc(F)cc4)ncnc32)c1
  Pf apPOL block = -4
  mHTT-CaM PPI inh = 3
#60 CCN(CC)CCN1C(=O)C(O)=C(C(=O)c2cccs2)C1c1ccccn1 (stereo not given)
  Pf apPOL block = -13
  mHTT-CaM PPI inh = 37

#61 CCCCC(=O)NCCC1CCN(C(=O)c2ccc(F)cc2)CC1
  Pf apPOL block = 0
  mHTT-CaM PPI inh = -5
#62 COc1ccc(-n2nc3c(c2NC(=O)c2ccc(Cl)cc2)CSC3)cc1
  Pf apPOL block = 2
  mHTT-CaM PPI inh = 31
#63 CCOc1ccc(CC(=O)N2CCCn3nc(-c4ccc(Cl)cc4)cc3C2)cc1
  Pf apPOL block = -8
  mHTT-CaM PPI inh = 21
#64 CN1CCN(CC#CCC(O)(c2ccccc2)C2CCCC2)CC1 (stereo not given)
  Pf apPOL block = 8
  mHTT-CaM PPI inh = -8
#65 Cc1cc(C)n(-c2ccnc(N3CCc4ccccc43)n2)n1
  Pf apPOL block = -2
  mHTT-CaM PPI inh = -20
